TAAR1 antagonist – human TAAR1 antagonists, primary screen, Fluo-8 calcium fluorescence, CHO RD-HGA16 cells. Trace amine-associated receptor 1 (Homo sapiens), Q96RJ0. antagonist. inhibition, % at 3 µM. 360,000 tested, 1.5% active. AID 624466, 2012;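 active means inhibition above a per-plate cutoff, the mean inhibition of test compounds on that plate plus 3 SD, cut at about 49% in these data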;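 further: 0% = DMSO plus EC80 beta-PEA response and 100% = DMSO alone without agonist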
Target sequence (Q96RJ0 whole entry, looked up): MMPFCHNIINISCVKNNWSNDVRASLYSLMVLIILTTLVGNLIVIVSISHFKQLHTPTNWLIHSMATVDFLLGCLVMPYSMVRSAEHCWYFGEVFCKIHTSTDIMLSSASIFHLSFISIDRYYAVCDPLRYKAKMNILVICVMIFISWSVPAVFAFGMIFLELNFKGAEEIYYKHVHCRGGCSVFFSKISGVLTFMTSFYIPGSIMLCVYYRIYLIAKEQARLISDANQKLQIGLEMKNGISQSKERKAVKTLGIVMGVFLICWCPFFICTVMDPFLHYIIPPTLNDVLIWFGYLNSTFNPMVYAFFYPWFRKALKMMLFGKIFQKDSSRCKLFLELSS
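test system = CHO RD-HGA16 cells bearing hTAAR1 | replication = singlicate | controls = DMSO-only wells and EC80 β-PEA-stimulated wells | reagent = EC80 β-phenethylamine stimulus | read-out basis = percent inhibition of PEA-evoked calcium signal, max/basal emission ratio | schedule = seeding 17-24 h prior, 75-min 37 °C, 30-min RT dye loading | signal = kinetic Fluo-8 calcium fluorescence measurement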
CRFBP-R2 agonist – agonists of CRF-BP/CRF-R2 complex, primary screen, cell-based, HEK293, calcium dye fluorescence, uHTS | AID 588473, 2011 | activation, % at 13.2 µM | CRF-binding protein / CRF receptor 2 complex (human) | calcium dye fluorescence (FLIPR); percent of saturating CRF peptide response | 350,000 tested, 0.46% active;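 active means activation of at least 50%, plus an integration ratio under a set limit after plate pattern correction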;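 further: plate controls were neutral control wells without compound for no effect and CRF at EC100 for full effect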
M5 PAM – human M5 muscarinic receptor positive allosteric modulators, primary screen, CHO-K1 cells, Fluo-8 calcium fluorescence. Muscarinic acetylcholine receptor M5 (Homo sapiens), P08912. CHO-K1 hM5, ACh EC20 PAM; 0% = ACh EC20, 100% = ACh EC100. activation, % at 3 µM. 360,000 tested, 0.3% active;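 active means activation above the run cutoff, the mean activation of all test compounds plus 3 SD, cut at about 18% in these data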
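System – CHO-K1 hM5 cells · Compound – 3 µM, single dose · Incubation – compound preincubation 140 s before EC20 acetylcholine addition · Technique – Fluo-8 calcium fluorescence · Measure – Max/basal fluorescence ratio as % of EC20–EC100 ACh window · Benchmarks – low control EC20 acetylcholine (0%), high control EC100 acetylcholine (100%) · Replication – singlicate, one well per test compound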
CHRM5 antagonist – human M5 muscarinic receptor antagonists, primary screen, CHO cells, Fluo-8 calcium fluorescence | Muscarinic acetylcholine receptor M5 (Homo sapiens), P08912 | 360,000 tested, 0.59% active | inhibition, % at 3 µM | CHO-hM5 cells, ACh EC80 | AID 624040, 2012;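 active means inhibition above a per-plate cutoff, the mean of that plate's test compounds plus 3 SD, cut at about 27% in these data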;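 further: 0% = acetylcholine EC80 with DMSO and 100% = DMSO without agonist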
TAAR1 agonist – human TAAR1 agonists, primary screen, Fluo-8 calcium fluorescence, CHO RD-HGA16 cells; activation, % at 3 µM; 360,000 tested, 0.99% active; vehicle wells 0%, saturating PEA agonist 100%; AID 624467, 2012;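 active means activation above the mean activation of all test compounds in the run plus 3 SD, cut at about 38% in these data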
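Repeats: no replicates (n 1) | Material: CHO-derived RD-HGA16 cells with stable Gα16 and human TAAR1 | Technique: Kinetic Fluo-8 calcium fluorescence | Schedule: 17-24 h seeding, 75 min 37 °C dye, 30 min RT | Evaluation: % activation from peak over basal fluorescence ratio, DMSO-to-PEA scaled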
CHO-K1 Ca PAM – nonselective calcium activators in parental CHO-K1 cells, primary screen, counter-screen for M1 PAM project, cell-based, Fluo-8 calcium fluorescence, full deck, 1536-well; AID 602247, 2012; 360,000 tested, 0.02% active; ATP EC20; 0% at ATP EC20, 100% at ATP max; activation, % at 3 µM;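 active means activation above the run cutoff, the mean activation of all test compounds plus 3 SD, cut at about 40% in these data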;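 further: peak over basal fluorescence ratio in a 140 s read after ATP addition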
M5 ag – human M5 muscarinic receptor agonists, primary screen, CHO-K1 cells, Fluo-8 calcium fluorescence; AID 624037, 2012; 360,000 tested, 0.19% active; activation, % at 3 µM; Muscarinic acetylcholine receptor M5 (Homo sapiens), P08912; CHO-K1 hM5 cells; 0% DMSO wells, 100% maximal acetylcholine response;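 active means activation above the run's mean over test compounds plus 3 SD, cut at about 23% in these data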;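 further: signal is peak over basal fluorescence ratio across the kinetic read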
CRFBP-R2 block – antagonists of CRF-BP/CRF-R2 complex, primary screen, cell-based, HEK293, calcium dye fluorescence, uHTS; CRF-induced calcium fluorescence; inhibition, % at 11.8 µM; 350,000 tested, 0.59% active; AID 588475, 2011;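 active means inhibition of the ligand-induced calcium signal above about 50% at the single tested concentration, limit read from the data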
CHRM4 PAM – human M4 muscarinic receptor positive allosteric modulators, primary screen, CHO-K1 cells, Fluo-8 calcium fluorescence; CHO-K1 hM4/Gqi5, ACh EC20; 0% = ACh EC20, 100% = maximal ACh; AID 624126, 2012; 360,000 tested, 0.4% active; activation, % at 3 µM; Muscarinic acetylcholine receptor M4 (Homo sapiens), P08173;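 active means activation above its plate's cutoff, the mean activation of sample wells plus 3 SD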; further: some results filed as inactive read as strong as hits
Target sequence (P08173 whole entry, looked up): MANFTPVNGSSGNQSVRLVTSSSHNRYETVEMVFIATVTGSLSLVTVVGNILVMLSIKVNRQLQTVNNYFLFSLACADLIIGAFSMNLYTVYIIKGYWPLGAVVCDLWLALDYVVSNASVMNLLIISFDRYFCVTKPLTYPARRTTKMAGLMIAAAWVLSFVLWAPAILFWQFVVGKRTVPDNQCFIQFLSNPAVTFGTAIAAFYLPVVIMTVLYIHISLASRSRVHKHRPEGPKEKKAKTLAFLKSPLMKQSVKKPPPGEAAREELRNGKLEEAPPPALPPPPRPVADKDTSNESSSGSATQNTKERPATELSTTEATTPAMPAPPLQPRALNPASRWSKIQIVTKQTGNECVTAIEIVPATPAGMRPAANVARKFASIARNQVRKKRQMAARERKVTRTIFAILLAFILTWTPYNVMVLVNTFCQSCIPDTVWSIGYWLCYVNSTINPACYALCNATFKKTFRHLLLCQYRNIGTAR
Numbers without * were called inactive; / = not tested or not shown. Random draw from the library; about 4.2% have a hit in one of these screens.

SMILES	TAAR1 antagonist	CRFBP-R2 agonist	M5 PAM	CHRM5 antagonist	TAAR1 agonist	CHO-K1 Ca PAM	M5 ag	CRFBP-R2 block	CHRM4 PAM
CC(C)CNC(=O)C1(C)CCCCCN1C(=O)c1cccnc1 (stereo unspecified)	-8	/	-6	4	5	-5	-2	/	7
CCCCCCCSc1ncnc2[nH]ncc12	-11	2.0	-9	13	2	6	-1	-31	0
COc1ccc(CCNC(=O)CSc2nnc(-c3ccc(F)cc3)c3ccccc23)cc1OC	-10	-0.3	-1	3	-3	-8	-2	13	-2
CCNC(=S)N/N=C(\C)c1cc2ccccc2o1	-12	0.5	0	-2	-1	5	0	2	6
CCN(CC)C(=O)c1ncn(C)c1C(=O)N(CC)CC	-7	0.9	7	1	7	-3	0	-1	-2
O=C(CSc1nnc(N2CCCC2)n1-c1ccccc1Cl)N1CCN(c2ccccn2)CC1	2	0.2	-1	7	2	23	-4	-2	5
COc1ccc(C)cc1S(=O)(=O)N(C)CC(=O)NC1CCCCCC1	17	-0.5	-11	18	1	17	-1	-20	-6
FC(F)(F)c1cc(-c2ccccc2)nc(NC2CCCC2)n1	-16	-0.1	17	9	20	19	-8	-25	1
CC1(C(=O)NCc2ccc(F)c(F)c2)Cc2c(-c3cccc(C(F)(F)F)c3)ccnc2O1 (stereo unspecified)	12	/	-3	2	3	3	-2	/	2
Cc1cc(NC(=O)C2C3C(=O)N(Cc4ccc(Cl)cc4)C(C(=O)NC(C)(C)C)C34C=CC2(C)O4)no1 (stereo unspecified)	15	-0.3	2	-2	6	-1	-1	4	3
c1ccc2nc3c(cc2c1)CCCCC3	-11	-7.3	1	4	-2	16	-4	-11	-5
CCN1CCN(CC(=O)N2CCCC(C(=O)c3ccc(Oc4ccccc4)cc3)C2)CC1 (stereo unspecified)	-9	0.4	0	2	3	21	-9	2	-9
Cc1ccc(CCNC(=O)C2CCC(=O)N2C(C)C)cc1 (stereo unspecified)	6	9.7	5	-2	12	21	1	-22	-1
CC1CC(=O)NN=C1c1ccc(N)c([N+](=O)[O-])c1 (stereo unspecified)	-6	-0.6	3	-3	0	12	1	8	-5
COc1ccc([C@H]2CC(=O)C=C(/C=C/c3ccc(C(F)(F)F)cc3)C2)cc1	12	3.6	6	10	4	-6	-2	-16	-3
Cc1ccc(C(=O)Nc2ccc(Nc3ccccc3)cc2)cc1Br	-14	-1.8	-2	-2	0	19	-2	-1	0
CCc1nc2c(OCc3ccc(F)cc3)cccn2c1N(C)C(=O)c1ccco1	2	/	2	1	5	4	-2	/	-2
NC(Cc1ccccc1)c1csc(Nc2ccc(C(=O)NCCO)cc2)n1 (stereo unspecified)	23	/	3	-1	45*	12	0	/	-2
CCCC(=O)c1cc(-c2nc3ccccc3n2C)n(C)c1	-4	-1.3	6	-4	9	16	2	-11	3
CC(C)NS(=O)(=O)c1ccc(CCC(=O)Nc2ccc3c(c2)OCCO3)cc1	7	-0.2	3	-13	0	7	-4	-13	-1
CN(C)CCN(C(=O)c1ccc2c(c1)OCCO2)c1nc2c(Cl)cccc2s1	2	2.7	2	-19	3	26	-7	-25	15
O=C(OCCN1C(=O)c2ccccc2C1=O)c1cc(S(=O)(=O)N2CCOCC2)ccc1Cl	30	0.5	-12	3	14	8	3	4	-11
COc1ccccc1NS(=O)(=O)c1cccc(C(=O)N/N=C/c2ccc(C)o2)c1	7	-0.7	-1	3	-3	16	4	-8	-11
CCC(C)NC(=O)C1(O)c2ccccc2NC(=O)N1c1ccc(C)c(C)c1 (stereo unspecified)	-22	-0.7	-12	13	6	3	0	4	-12
CN(CC1CCN(CCc2cccc(C(F)(F)F)c2)CC1)C(=O)c1ccc(F)cc1F	-19	-1.4	-20	-1	2	11	-21	1	-10

Next part, starting with the last 4 of the part before.
SMILES	TAAR1 antagonist	CRFBP-R2 agonist	M5 PAM	CHRM5 antagonist	TAAR1 agonist	CHO-K1 Ca PAM	M5 ag	CRFBP-R2 block	CHRM4 PAM
O=C(OCCN1C(=O)c2ccccc2C1=O)c1cc(S(=O)(=O)N2CCOCC2)ccc1Cl	30	0.5	-12	3	14	8	3	4	-11
COc1ccccc1NS(=O)(=O)c1cccc(C(=O)N/N=C/c2ccc(C)o2)c1	7	-0.7	-1	3	-3	16	4	-8	-11
CCC(C)NC(=O)C1(O)c2ccccc2NC(=O)N1c1ccc(C)c(C)c1 (stereo unspecified)	-22	-0.7	-12	13	6	3	0	4	-12
CN(CC1CCN(CCc2cccc(C(F)(F)F)c2)CC1)C(=O)c1ccc(F)cc1F	-19	-1.4	-20	-1	2	11	-21	1	-10
Cc1cc(C)cc(-n2nnc3ccccc3c2=O)c1	-7	2.6	-3	3	-1	-2	-1	-6	1
CCCCCOC(=O)C1C2C=CC3(CN(c4ccccc4C)C(=O)C13)O2 (stereo unspecified)	15	-0.5	3	-16	0	13	-5	-2	2
O=C(CSc1nc2ccc(Cl)cc2o1)NCc1ccc2c(c1)OCO2	-21	1.0	3	-3	0	15	-1	5	1
COc1cc(/C=N/c2oc(C)c(C)c2C#N)cc(Br)c1O	-1	5.2	1	7	3	8	2	-3	4
Cc1cc(C)c(C(=O)COC(=O)c2cccnc2Cl)c(C)c1	6	-0.8	-1	2	1	14	-8	26	-6
Cc1nnnn1-c1ccc(CC(=O)O)cc1	4	-2.2	4	-12	1	-13	0	16	5
Cc1ccc2c(c1)-c1c(cnn1CC(=O)N(Cc1ccco1)C1CCCCC1)CO2	8	-2.8	1	0	-1	5	0	-10	0
Cc1csc(=O)n1CCC(=O)OCC(=O)Nc1ccc(N2CCOCC2)cc1	-4	-0.3	-1	-2	1	-8	2	-3	-2
O=C(O)/C=C/C(=O)NC1CCS(=O)(=O)C1 (stereo unspecified)	-12	-1.4	-7	12	1	3	-3	25	-7
O=C(Nc1ccc(F)c(Cl)c1)Nc1ccc(Cl)cn1	28	-0.2	-12	23	7	4	1	-13	0
COc1cccc(/C=C2/CCC(CN(C)C)C2=O)c1 (stereo unspecified)	-10	-0.2	5	5	0	18	-1	30	-3
COc1cc(/C=C/C(=O)OCC(=O)NC2CC2)cc(S(=O)(=O)N2CCc3ccccc32)c1OC	16	5.1	8	-14	3	16	2	-12	-3
COc1ccc(N2C[C@H](Cc3ccccc3)[C@@H](CC(=O)Nc3ccccc3)C2=O)cc1	6	-1.8	-1	3	2	11	-1	-6	-3
Cc1ccc2nc(NC(=O)C3CCCN(S(=O)(=O)c4cccc5nsnc45)C3)sc2c1 (stereo unspecified)	26	1.7	-9	0	6	12	-5	-4	-5
COc1ccc(CNC(=O)C(c2ccco2)N(Cc2cccs2)C(=O)Cc2cccs2)cc1 (stereo unspecified)	75*	-1.6	-10	0	20	17	1	-15	4
CC1CN(CCCCSc2ccccc2)CC(C)O1 (stereo unspecified)	-11	0.0	3	13	9	14	-6	8	-2
O=C(COc1ccccc1)NC1CCCN(Cc2ccccc2F)C1 (stereo unspecified)	-3	-3.0	7	0	-1	-17	-4	-2	4
COc1ccc(S(=O)(=O)N2CCCCC2)cc1NC(=O)c1ccc(=O)[nH]c1	2	1.6	-8	-9	8	1	1	-13	0
CCC1CCC2(CC1)NC(=O)N(CC(=O)c1c(C)[nH]c3ccccc13)C2=O (stereo unspecified)	-19	1.4	-4	8	-1	-4	0	-84	-7
O=C(CN1CCN(S(=O)(=O)N2CCCCC2)CC1)Nc1cc(Cl)cc(Cl)c1	13	0.5	-4	11	-3	11	-3	-1	-4
CCOC(=O)c1sc(=NC(=O)/C=C/c2ccccc2)n(C)c1C	-13	5.0	1	9	4	-3	-1	-1	2
COc1cccc(C(=O)NCCNc2nc3cc(C)cc(C)c3cc2C#N)c1	-2	/	-3	6	1	/	-2	/	2
O=C(CSc1nc(-c2ccccc2)c(-c2ccccc2)[nH]1)NCc1ccco1	0	0.9	0	-3	12	9	-2	-13	13
COC(=O)c1c(NC(C)=O)sc(C(=O)Nc2ccccc2C)c1C	-13	0.0	11	-10	-1	12	0	-3	11
CCCCn1c(-c2cccs2)nc2nc3ccccc3nc21	27	1.1	-9	4	9	-4	-3	-24	-8
Next section.
SMILES	TAAR1 antagonist	CRFBP-R2 agonist	M5 PAM	CHRM5 antagonist	TAAR1 agonist	CHO-K1 Ca PAM	M5 ag	CRFBP-R2 block	CHRM4 PAM
CC(C(=O)N1CCN=C1c1ccccc1)N1C(=O)c2ccccc2C1=O (stereo unspecified)	1	-1.6	-15	7	7	0	6	5	-10
Cc1ccccc1C(=O)N1CC(=O)Nc2ccc(F)cc2C1c1ccccc1 (stereo unspecified)	-10	2.1	-4	1	3	11	-4	-33	-10
CCC/C=N/NC(=O)c1cc(-c2ccccc2)nc2ccccc12	2	-2.9	-1	3	1	20	0	-12	3
Cc1ccc(S(=O)(=O)NC2CCCCCC2)cc1C(N)=O	-14	1.6	1	-4	2	-7	-3	6	-2
Cc1cccc(C)c1NC(=O)c1cccc(COc2cc(Cl)ccc2Cl)c1	25	18	8	-6	1	16	-2	-11	-1
Cc1sc2nc(SCC(=O)C(C)(C)C)n(Cc3ccco3)c(=O)c2c1C	3	3.0	5	-3	-1	21	1	-25	-5
O=C(NCCOc1ccc(F)cc1)c1ccccc1SCc1ccccc1	60*	-0.9	-6	8	10	-10	-2	-3	-4
Clc1ccccc1-c1ccc2nccn2c1	-31	/	-11	12	1	18	-4	/	-7
CCN(CC)c1ccc(/C=N/NC(=O)Cc2ccc(OC)c(OC)c2)cc1	-10	-5.0	-4	0	2	25	-1	4	-1
COc1ccc(-n2nc(C)c3onc(C)c3c2=O)cc1	-11	-1.2	9	-20	3	16	4	3	8
Cc1c(CN(C)C)c2c(n1C)C(=O)c1ccc(Br)cc1-2	6	-1.5	-8	6	-1	-2	1	17	0
CCc1cccc(NC(=O)C2CCCN(c3cnccn3)C2)c1 (stereo unspecified)	-4	-0.5	0	2	2	24	-4	-10	1
COCCNC(=O)C1(C)CCN(C(=O)c2ccc(SC(F)(F)F)cc2)C1 (stereo unspecified)	-18	/	-6	7	3	-10	0	/	-3
O=C(CN(CCc1ccccc1)S(=O)(=O)c1ccc(Cl)cc1)N/N=C/c1ccccc1C(=O)O	2	1.2	-3	-6	8	-1	-4	-5	2

Screens deposited in PubChem by several laboratories.
